HEK293 NOD2/NF-kB: NOD2 signaling inhibitors, cell-based, luminescence, uHTS, HEK293 (AID 1566). HEK293 NOD2/NF-kB luciferase reporter, luminescence; higher % means a stronger effect. inhibition, % at 4 µM, or EC50 in µM where a hit was titrated. actives 0.63% (n = 290,000); in the data active = inhibition above about 50%; also: many of its hits are not listed in these tables
NOD1 inhibition: NOD1 signaling inhibitors, primary screen, cell-based, luminescence, uHTS (AID 1578); NOD1-driven NF-kB luciferase reporter cells, luminescence; higher % means a stronger effect; inhibition, % at 4 µM, or EC50 in µM where a hit was titrated; actives 1% (n = 290,000); in the data active = inhibition mostly above about 36%, no sharp cut-off; inactive = mostly below about 34%;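 also: HEK-293T reporter cells stimulated with the NOD1 agonist gamma-tri-DAP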
The depositor's hits bear a star. Some of the compounds tested, so the mix of outcomes need not match the whole.

SMILES	HEK293 NOD2/NF-kB	NOD1 inhibition
CCOc1cc(Br)c(COc2ccc(C)nc2[N+](=O)[O-])cc1OCC	6%	-25%
COc1ccc(NS(=O)(=O)c2csc(C(N)=O)c2)cc1OC	21%	-6%
O=C(OCc1ccc([N+](=O)[O-])cc1)c1cnc(Cl)c(Cl)c1	10%	-5%
CC1CCC(=O)N(CCSc2ccccc2)CC1 (centres undefined)	-106%	-53%
CC1CCN(S(=O)(=O)c2ccc3c(c2)N(CC(=O)NCCCOC(C)C)C(=O)CS3)CC1	10%	-7%
O=C(NCCCO)C(=O)Nc1cc2c3c(c1)CCC(=O)N3CCC2	-3%	1%
Cc1ccc(CNC(=O)C2CCC(=O)N(Cc3cccc(C(F)(F)F)c3)C2)o1 (centres undefined)	3%	-11%
CC(C)(CNC(=O)CC1C(=O)NCCN1Cc1cccc(F)c1F)N1CCOCC1 (centres undefined)	14%	-21%
O=C(C1CCC1)N1CCN(c2ccc(C(F)(F)F)cc2[N+](=O)[O-])CC1	5%	-17%
CC(C(=O)N1CCc2ccccc21)N1CCN(c2cccc(C(F)(F)F)c2)CC1 (centres undefined)	1%	-6%
CCC(C)(O)c1[nH]c2ccc(C#N)cc2c1C (centres undefined)	12%	20%
COc1ccc(C(=O)Nc2ccnn2C2CCN(C(=O)c3cc(C)on3)CC2)cc1	0%	-41%
COc1cc(/C=N\NC(=O)C(C)(C)O)ccc1OC/C=C/c1ccccc1	1%	-22%
Cc1ccc(C(=O)N2CC(=O)NC(=O)C2)cc1	1%	-21%
CN(CCN1CCOCC1)C(=O)CC1C(=O)NCCN1Cc1ccccc1C(F)(F)F (centres undefined)	10%	-5%

Some values from the entries so far:
O=C(OCc1ccc([N+](=O)[O-])cc1)c1cnc(Cl)c(Cl)c1 @ HEK293 NOD2/NF-kB = 10%
O=C(NCCCO)C(=O)Nc1cc2c3c(c1)CCC(=O)N3CCC2 @ HEK293 NOD2/NF-kB = -3%
CN(CCN1CCOCC1)C(=O)CC1C(=O)NCCN1Cc1ccccc1C(F)(F)F (centres undefined) @ HEK293 NOD2/NF-kB = 10%
CCC(C)(O)c1[nH]c2ccc(C#N)cc2c1C (centres undefined) @ HEK293 NOD2/NF-kB = 12%
COc1cc(/C=N\NC(=O)C(C)(C)O)ccc1OC/C=C/c1ccccc1 @ HEK293 NOD2/NF-kB = 1%
COc1ccc(C(=O)Nc2ccnn2C2CCN(C(=O)c3cc(C)on3)CC2)cc1 @ NOD1 inhibition = -41%

Continued:
SMILES	HEK293 NOD2/NF-kB	NOD1 inhibition
COc1cccc(NC(=O)CN(C2=NC3CS(=O)(=O)CC3S2)c2cccc(C)c2)c1 (centres undefined)	5%	-15%
CCCNc1c(NS(=O)(=O)c2ccc(C)cc2C)c(=O)oc2ccccc12	32%	-9%
COc1ccc(/C(C)=N/NC(=S)NCCc2ccccc2)c(O)c1	9%	-9%
COc1ccc(CNCC(O)(c2ccccc2)c2ccc(F)cc2)cc1 (centres undefined)	9%	-1%
O=S(=O)(c1ccccc1)N1N=C(c2cccs2)CC1c1cccc(O)c1 (centres undefined)	-14%	-19%
Cc1nnc(SCC(=O)NC2CCCc3c2cnn3-c2ccccc2F)o1 (centres undefined)	0%	-44%
O=C(O)CCCN1C(=O)c2cccc3cccc(c23)C1=O	20%	46%
CCN(CC)CCNC(=O)C1c2ccccc2Oc2ccccc21	12%	-2%
CCc1cccc(C)c1N1C(=O)CN(Cc2ccccc2)C1=S	15%	-1%
COc1ccc(NC(=O)c2ccco2)cc1NC(=O)COc1ccccc1	15%	-13%
O=C(Nc1ccc(Oc2cccnc2)cc1)C1CCN(Cc2ccccc2F)CC1	30%	-14%
CC(C)c1ccc(NC2CCCN(C(=O)c3cnn(C(C)C)c3)C2)cc1 (centres undefined)	23%	1%
Cc1ccc(O)c(NC(=O)c2cc(-c3ccco3)on2)c1	-3%	-43%
O=C(CNC(=O)c1ccccc1F)N/N=C\C=C\c1ccccc1	-5%	-25%
Cc1ccccc1OCC(O)CN1C(=O)c2ccccc2C1=O (centres undefined)	-9%	-4%

Copied from above for reference:
SMILES	HEK293 NOD2/NF-kB	NOD1 inhibition
COc1cccc(NC(=O)CN(C2=NC3CS(=O)(=O)CC3S2)c2cccc(C)c2)c1 (centres undefined)	5%	-15%
CCCNc1c(NS(=O)(=O)c2ccc(C)cc2C)c(=O)oc2ccccc12	32%	-9%
COc1ccc(/C(C)=N/NC(=S)NCCc2ccccc2)c(O)c1	9%	-9%
COc1ccc(CNCC(O)(c2ccccc2)c2ccc(F)cc2)cc1 (centres undefined)	9%	-1%
O=S(=O)(c1ccccc1)N1N=C(c2cccs2)CC1c1cccc(O)c1 (centres undefined)	-14%	-19%
Cc1nnc(SCC(=O)NC2CCCc3c2cnn3-c2ccccc2F)o1 (centres undefined)	0%	-44%

New compounds follow
SMILES	HEK293 NOD2/NF-kB	NOD1 inhibition
COc1ccccc1N1CCN(C(=O)CCC(=O)N2CCN(c3ccccc3OC)CC2)CC1	3%	0%
O=C(COCc1cc(-c2ccc3c(c2)OCO3)on1)N1CCN(c2ccccc2)CC1	-65%	2%
O=C(NCCc1ccccc1)c1cccc(N2CCCC2=O)c1	-35%	22%
O=C(Nc1ccc(Br)cc1)NC1CCCCCCC1	-38%	-62%
Cc1ccc2cc(C)c(SCC(=O)NCC3CCCO3)nc2c1 (centres undefined)	9%	0%
CC(C)C(=O)Nc1ccc(NC(=O)c2ccc(COc3ccccc3)cc2)cc1	-60%	-91%
O=C(CSc1n[nH]c(=O)n1C1CC1)Nc1ccccc1	2%	-31%
CSc1nsc(SCC(=O)Nc2ccccc2F)n1	-40%	-55%
CN(CCCCOc1ccc(F)cc1)Cc1ccccc1	-15%	-12%
CS(=O)(=O)C1=NN2C(=N)/C(=C\c3ccc(OC(=O)c4ccco4)cc3)C(=O)N=C2S1	4%	-18%
COc1cccc(CNC(=S)Nc2ccc(Cl)cc2C)c1	16%	-28%
Cc1cc2cccc(C)c2nc1SCC(=O)NC1CCCCC1	13%	-1%
CCCNC(=O)CCn1cc(-c2ccc(OC)cc2)nc1-c1ccncc1	12%	-25%
CC1(C)CC(=O)N(c2cc(Cl)cc(Cl)c2)C(=O)C1	11%	9%
CC1(C(=O)N2CCC(CO)(Cc3cccc(C(F)(F)F)c3)CC2)CC1	22%	-3%

The last 2 entries of the part before come first, to join the parts:
SMILES	HEK293 NOD2/NF-kB	NOD1 inhibition
CC1(C)CC(=O)N(c2cc(Cl)cc(Cl)c2)C(=O)C1	11%	9%
CC1(C(=O)N2CCC(CO)(Cc3cccc(C(F)(F)F)c3)CC2)CC1	22%	-3%
CCn1cc([N+](=O)[O-])c(C(=O)N2CCCCCC2)n1	-3%	-46%
Cc1cc(NC(=O)c2ccc(F)c(S(=O)(=O)N3CCCCC3)c2)no1	7%	18%
CCOC(=O)C1CCCN(C(=O)c2cc(S(=O)(=O)N3CCCCC3)c[nH]2)C1 (centres undefined)	4%	-15%
COc1cccc(C2c3[nH]c4ccccc4c3C[C@H]3C(=O)N(CCCOC(C)C)CC(=O)N23)c1 (some centres undefined)	3%	-1%
CC(=O)Nc1cc(NC(C)=O)cc(C(=O)N2CCCC3CCCCC32)c1 (centres undefined)	6%	-24%
CCCc1cc(=O)[nH]c(SCC(=O)N2C(C)CCCC2C)n1 (centres undefined)	18%	-23%
C=CCn1c2c(c(=O)[nH]c1=S)CN(C(C)c1ccccc1)CN2 (centres undefined)	8%	-4%
CCN(CC)CCNC(=O)c1ccc(NC(=O)Nc2cccc3ccccc23)cc1	-11%	34%
Cc1ccc(CN2CCNC(=O)C2CC(=O)N(C)CCc2cnn(C)c2)cc1 (centres undefined)	6%	-27%
Cc1oc(/N=C/c2ccc(F)cc2)c(C#N)c1C	-8%	-17%
COC(=O)c1ccc(NC(=O)Nc2ccc3c(c2)OCO3)cc1	-66%	-44%
COc1ccc(OC)c(NC(=O)CN(Cc2ccc(F)cc2)C2CCCCC2)c1	20%	0%
O=C(N/N=C/c1ccc2c(c1)OCO2)C(=O)Nc1cccc(Cl)c1	1%	-54%
O=C(CC(=O)N/N=C/c1c(F)cccc1Cl)NCCc1ccccc1	3%	-30%
CN(C)c1ccc(/C=C(\NC(=O)c2ccccc2)C(=O)NCc2cccnc2)cc1	-1%	-11%
Fc1ccc(NC(=S)N2CCOCC2)c(F)c1	4%	-19%
Cc1ccc(S(=O)(=O)Nc2cc(C)c(O)c(Sc3n[nH]c(C)n3)c2)cc1	20%	-28%
CC(C)c1ccc(C(C)NC(=S)NC2CCCCC2)cc1 (centres undefined)	17%	2%
CC(NC(=O)/C(C#N)=C/c1ccc([N+](=O)[O-])o1)c1ccccc1 (centres undefined)	-2%	-62%
O=C(NCc1ccco1)/C(=C\c1ccc(F)cc1)NC(=O)c1ccco1	-14%	-20%
Cc1cccc(NC(=O)c2cccc(N3C(=O)CCC3=O)c2)c1	3%	-31%
CC(C)(C)C(=O)NC(=S)Nc1ccc(Cc2ccncc2)cc1	43%	47%
O=C(NCCCN1CCOCC1)c1ccc(Cl)cc1Cl	2%	10%
CCc1ccccc1-n1nnnc1SCC(=O)Nc1cc(C)on1	-11%	2%
Cn1c(CNC(=O)CNC(=O)Cc2ccccc2)cc(=O)n(C)c1=O	-6%	-12%
O=C(Nc1ccccc1N1CCCCC1)c1ccc(Cl)cc1	5%	-9%
OCCC1CN(Cc2ccc3cccc(F)c3n2)CCN1Cc1ccccc1 (centres undefined)	5%	-15%
Nc1ccc2nc(SCC(=O)c3ccccc3)sc2c1	-4%	-40%
Cc1cccc(NC(=O)CN(C)S(=O)(=O)c2ccc3c(c2)n(C)c(=O)c(=O)n3C)c1C	-12%	-3%
CN(C(=O)c1ccncc1)C1CCCCC1	5%	7%
C=CCN(c1ccccc1)S(=O)(=O)c1ccc2c(c1)NC(=O)C(C)C(=O)N2 (centres undefined)	-2%	-21%
COc1cccc(C(C(=O)NC2CCCC2)N(C(=O)c2ccco2)c2ccccc2)c1OC (centres undefined)	3%	-13%
O=C(NC(=S)NCc1ccccc1)c1cccs1	-9%	-28%
CCOC(=O)N1CCN(C(=O)CCS(=O)(=O)c2ccc3c(c2)CC(C)N3C(=O)CC)CC1 (centres undefined)	9%	-8%
CC(=O)c1c(C)n(CCc2ccc(Cl)cc2)c2ccc(O)cc12	14%	18%
CCCN(CCC)CCCNC(=O)Cn1cnc2sc(C)c(S(=O)(=O)N3CCC(C)CC3)c2c1=O	5%	10%
CNC[C@H](CC1CCCCC1)NC[C@H](CO)NCC1(c2ccccc2)CC1	2%	-28%
CCOC(=O)c1c(C)[nH]c(C)c1S(=O)(=O)NCCN1CCN(c2ccccc2F)CC1	8%	-10%
COc1ccc(CCNC(=O)[C@H](C)N2C(=O)N3CCc4c([nH]c5ccccc45)[C@@]3(C)C2=O)cc1OC	2%	18%
COc1ccc(OC)c2nc3c(cc12)CCC3	0%	-4%
COc1ccc(NC(=O)CSc2ccc3nnc(-c4cccnc4)n3n2)cc1	0%	-22%
CC1(C)Oc2ccc(C(=O)Nc3ccccc3F)cc2N(CC(=O)N2CCOCC2)C1=O	-24%	-21%
Cc1cc(C)c(S(=O)(=O)NC2CC2)c(C)c1	18%	-4%
CC1Sc2ccc(S(=O)(=O)CCC(=O)N3CCN(c4ccccc4)CC3)cc2NC1=O (centres undefined)	14%	-35%
Cc1ccc(F)cc1NC(=O)CCc1c(C)nn(-c2ccc(N3CCCCC3)nn2)c1C	-1%	-36%

Shown with bars between the fields: two of the compounds above
mol | HEK293 NOD2/NF-kB | NOD1 inhibition
Cc1cc(C)c(S(=O)(=O)NC2CC2)c(C)c1 | 18% | -4%
CC1Sc2ccc(S(=O)(=O)CCC(=O)N3CCN(c4ccccc4)CC3)cc2NC1=O (centres undefined) | 14% | -35%

Following part.
SMILES	HEK293 NOD2/NF-kB	NOD1 inhibition
O=C(Nc1ccc(Br)cc1)Nn1cnnc1	0%	-4%
CCOc1ccc(NC(=O)NCc2cccn2C)cc1	-16%	3%
O=C1CN(C(=O)c2ccccc2Br)C(c2ccc(F)cc2)c2cc(F)ccc2N1 (centres undefined)	4%	-15%
CSc1ccc(CNC(=O)C2CCC(=O)N(CCc3cccc(F)c3)C2)cc1 (centres undefined)	10%	-2%
CC(C)CCOP(=O)(c1ccc(N(C)C)cc1)C(O)c1ccc(Cl)cc1Cl (centres undefined)	18%	1%
C#CCn1c(O)c(N=NC(=O)CNC(=O)/C=C/c2ccccc2)c2ccccc21	20%	2%
Cc1cccc(COc2ccc(/C=N/NC(=O)c3nnn(-c4nonc4N)c3CN3CCCCC3)cc2)c1	-73%	-21%
CC1CC(C)CN(C(=O)C2CCCN(c3ncnc4c3nc3n4CCCCC3)C2)C1 (centres undefined)	10%	-15%
COc1ccc(-c2nc(NCCCN(C)C)c3ccccc3n2)cc1	3%	14%
CN(C)CCn1cnc2c1c(=O)[nH]c(=O)n2Cc1ccccc1	-13%	-12%
Cc1ccccc1-c1nc(CS(=O)(=O)CC(=O)NCCCN2CCN(C)CC2)c(C)o1	9%	19%
COCCn1c(-c2ccc3ccccc3c2)nc2c1c(=O)[nH]c(=O)n2CC(C)C	12%	-21%
COc1cc2[nH]c(C(=O)N(C)C3CCS(=O)(=O)C3)cc2c(OC)c1OC (centres undefined)	9%	-14%
CCc1nc(Nc2ccccc2O)c2oc3ccccc3c2n1	-12%	9%
CCCc1cc(=O)oc2cc(C)cc(OCC(=O)NC(Cc3ccc(Cl)cc3)C(=O)O)c12 (centres undefined)	6%	-29%
COc1ccc(N2CCN(C(=O)C3CCN(C(=O)c4ccc([N+](=O)[O-])cc4)CC3)CC2)cc1	-8%	-44%
CC(C)[C@@H](C(=O)NC1CC1)N1C(=O)N2CCc3c([nH]c4ccccc34)[C@@]2(C)C1=O	2%	-36%
CC1CN(S(=O)(=O)c2ccc(CN3C(=O)c4cccnc4C3=O)s2)c2ccccc2O1 (centres undefined)	15%	19%
NC(=O)c1cc[n+](Cc2ccc([N+](=O)[O-])cc2)cc1	1%	0%
Cc1ccc(S(=O)(=O)NCCNS(=O)(=O)c2ccc(C)cc2)cc1	28%	4%
CCN(CC)C(=O)C(Oc1ccc(S(=O)(=O)N2CCCC2)cc1[N+](=O)[O-])c1ccccc1 (centres undefined)	-7%	-12%
